LAP4 TOR yeast: modulators of TOR pathway LAP4-GFP in S. cerevisiae. 320,000 compounds, 0.34% hits. S. cerevisiae LAP4-GFP multiplex, flow cytometry GFP, 3 h; median GFP as percent of DMSO wells. AID 2023. GFP response vs DMSO, % at 10 µM;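 active = GFP response vs DMSO above a set limit, about the screen mean plus 3 SD, cut at about 150% in these data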
AGP1 TOR yeast: modulators of TOR pathway AGP1-GFP in S. cerevisiae; S. cerevisiae AGP1-GFP multiplex flow cytometry, 3 h; GFP as percent of DMSO wells; GFP response vs DMSO, % at 10 µM; 320,000 compounds, 0.02% hits; AID 2066;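 active = GFP response relative to DMSO above a set limit, near screen average plus 3 SD, cut at about 150% in these data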;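 also: median GFP channel fluorescence of the gated AGP1 strain per well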
GRK2 inh: blocks RNA aptamer binding to human GRK2 | P25098 | bead flow cytometry, FAM-aptamer displacement from GRK2 | inhibition of aptamer binding, % at 10 µM | 330,000 compounds, 0.59% hits;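 active = inhibition of aptamer binding above 40%, roughly 3 SD of noise, on plates passing a quality check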;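 also: median bead fluorescence of bound FAM aptamer so fluorescent compounds give negative values; no value below 0 was filed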
Target sequence (P25098 whole entry, looked up): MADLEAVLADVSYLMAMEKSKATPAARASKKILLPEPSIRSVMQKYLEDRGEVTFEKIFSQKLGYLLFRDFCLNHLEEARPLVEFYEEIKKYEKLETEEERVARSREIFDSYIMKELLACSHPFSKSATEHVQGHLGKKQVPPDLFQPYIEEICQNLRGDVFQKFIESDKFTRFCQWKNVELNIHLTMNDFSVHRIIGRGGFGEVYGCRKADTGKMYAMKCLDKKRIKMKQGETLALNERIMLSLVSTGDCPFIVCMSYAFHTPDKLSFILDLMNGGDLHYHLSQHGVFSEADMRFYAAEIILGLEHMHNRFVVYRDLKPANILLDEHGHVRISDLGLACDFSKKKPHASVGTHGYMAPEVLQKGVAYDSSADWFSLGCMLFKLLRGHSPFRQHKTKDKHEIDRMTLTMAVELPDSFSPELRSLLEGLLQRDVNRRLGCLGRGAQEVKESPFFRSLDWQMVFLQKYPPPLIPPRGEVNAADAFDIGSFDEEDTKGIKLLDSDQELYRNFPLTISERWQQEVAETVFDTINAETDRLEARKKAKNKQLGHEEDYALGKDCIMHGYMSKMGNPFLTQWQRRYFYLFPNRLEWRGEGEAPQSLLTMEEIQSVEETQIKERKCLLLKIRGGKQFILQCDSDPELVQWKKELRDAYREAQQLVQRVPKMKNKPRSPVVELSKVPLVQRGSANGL
RPL19A-GFP yeast: modulators of TOR pathway RPL19A-GFP in S. cerevisiae | S. cerevisiae RPL19A-GFP strain, flow cytometry, 3 h; hits give low values | percent response vs DMSO, % at 10 µM | 330,000 compounds, 0.3% hits;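 active = percent response vs DMSO below 50%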;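 also: median channel GFP fluorescence of the barcoded RPL19A-GFP strain; ratio of sample median GFP to plate DMSO average so 100% = DMSO; lower means less RPL19A-GFP as with rapamycin TOR inhibition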
CIT2-GFP yeast: alters CIT2-GFP fluorescence in TOR pathway yeast screen. 320,000 compounds, 0.065% hits. S. cerevisiae CIT2-GFP strain, flow cytometry, 3 h; 100 means same as DMSO wells. GFP response vs DMSO, % at 10 µM;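 active = GFP response relative to DMSO above a set limit, near the screen mean plus 3 SD, cut at about 150% in these data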;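 also: ratio of well median GFP fluorescence to mean of DMSO wells on the plate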
CR mimetic SO: yeast age-related superoxide inhibition as caloric restriction mimetic; S. cerevisiae aged cells, superoxide DHE fluorescence; hits give low values; superoxide response (% of plate mean), % at 10 µM; 330,000 compounds, 0.18% hits;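 active = superoxide response under a set limit, about three screen SD below normal, cut at about 65% in these data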;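 also: yeast aged for seven days with compound at 30 °C before DHE staining; 100% = average MFI of all compound-treated wells on the plate with controls excluded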
MEP2-GFP yeast: alters MEP2-GFP fluorescence in TOR pathway yeast screen. GFP response vs DMSO, % at 10 µM. AID 2016. 330,000 compounds, 0.51% hits. S. cerevisiae MEP2-GFP strain, flow cytometry GFP, 3 h; 100% = DMSO control level;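 active = GFP response versus DMSO above a set limit, roughly screen mean plus 3 SD, cut at about 180% in these data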;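 also: median GFP fluorescence of the barcode-gated MEP2-GFP cells per well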
VLA-4 inh: inhibition in a human VLA-4 binding assay; P13612; VLA-4 expressing cells, ligand binding flow cytometry; inhibition, % (about 7 µM as worked out from the volumes in the protocol); 330,000 compounds, 0.2% hits; AID 2557; in the data active = inhibition above about 50%
* hit, by the source's call; . = no result given; [ ] = remark or other dose.

Each structure is followed by: LAP4 TOR yeast, AGP1 TOR yeast, GRK2 inh, RPL19A-GFP yeast, CIT2-GFP yeast, CR mimetic SO, MEP2-GFP yeast, VLA-4 inh
1. Cc1ccc(C)c(Cn2c(CN(C)Cc3ccccc3)nc3c2c(=O)n(C)c(=O)n3C)c1
    98.5, 100.9, 1.0, 100.4, 107.6, 88.0, 97.0, -21.6
2. CC1=CC(=C2C(=O)c3ccccc3C2=O)C=C(C)N1Cc1ccco1
    99.2, 101.7, 3.0, 93.8, 93.8, 117.5, 101.8, 12.6
3. O=C(COc1cccc(Br)c1)N/N=C1\CCCc2ccccc21
    99.7, 105.8, 1.0, 109.2, 106.2, 89.6, 101.4, 4.0
4. Nc1nc(CN2CCN(c3ccccn3)CC2)nc(Nc2ccc(Cl)cc2)n1
    94.2, 107.3, 0.0, 100.5, 104.2, 78.5, 106.0, 21.7
5. COc1ccc(C(=O)NC2CCc3ccccc32)cc1OC1CCN(C(C)C)CC1 (stereo unspecified)
    72.2, 97.0, 2.0, 99.5, 101.3, 102.2, 88.6, 20.9
6. CCOC(=O)C1CCCN(S(=O)(=O)c2cnc(Cl)c(Br)c2)C1 (stereo unspecified)
    94.9, 98.8, 0.0, 95.3, 101.7, 87.7, 96.2, -1.5
7. COc1cccc(C(=O)NCCS(=O)(=O)NCc2cccnc2)c1
    100.3, 111.8, 0.0, 102.2, 102.6, 100.7, 102.4, -1.6
8. Nc1ccc(O)c(-c2nc3ccccc3s2)c1
    106.3, 98.5, 0.0, 98.0, 94.1, 97.8, 105.3, -6.1
9. COc1ccccc1Nc1ncnc2c1oc1ccccc12
    102.7, 86.8, 0.0, 91.1, 99.6, 92.4, 95.0, 2.3
10. O=C(CNc1ccc2c(c1)OCO2)N/N=C\c1ccccc1Cl
    98.5, 97.7, 3.0, 105.5, 99.1, 103.9, 102.3, -9.1
11. COC(=O)c1ccc(N2CCN(S(=O)(=O)c3ccc(C)cc3)CC2)c([N+](=O)[O-])c1
    95.4, 99.4, 6.0, 99.5, 104.7, 99.6, 96.8, 5.3
12. Cc1cc(C(=O)NC2CC(C)(C)Cc3c2cnn3-c2ccccc2)n(C)n1 (stereo unspecified)
    77.6, 87.3, 0.0, 101.0, 85.5, 104.8, 92.5, 10.5
13. O=C(NC(=S)Nc1ccc(NC(=O)c2ccco2)cc1)c1ccccc1
    81.0, 92.0, 0.0, 103.0, 100.3, 106.2, 107.8, 14.9
14. COc1ccc(Cl)cc1NC(=S)NC(=O)c1ccc2c(c1)OCO2
    87.6, 92.4, 0.0, 94.3, 97.6, 107.2, 95.1, 0.8
15. COc1ccccc1S(=O)(=O)Cc1ccc(C(=O)NC2CCCCC2)o1
    97.5, 98.8, 0.0, 98.8, 101.4, 96.0, 101.4, 4.3
16. CN(C)S(=O)(=O)c1cccc(NC(=S)NC2CCCCC2)c1
    98.3, 105.9, 0.0, 107.3, 103.1, 93.3, 102.2, -3.9
17. Cc1cccc(Oc2ncnc(N)c2[N+](=O)[O-])c1
    107.2[may fluoresce green], 99.0[may fluoresce green], 2.0, 100.8[may fluoresce green], 97.1[may fluoresce green], 102.4, 106.4[may fluoresce green], 3.8
18. Cc1ccc(C(=O)Nc2ccc(C(F)(F)F)n(C)c2=O)cc1
    98.8, 98.9, 4.0, 96.3, 108.3, 111.4, 103.7, 7.9
19. CCc1nnc(NCC(=O)N2CCc3ccccc32)s1
    94.4, 97.9, 3.0, 96.6, 100.9, 92.1, 99.6, -0.9
20. COc1ccc(-c2cccc(NC(=O)c3cccs3)c2)nn1
    101.6, 100.5, 2.0, 97.2, 97.8, 88.8, 101.0, -12.4
21. Cn1c(N2CCOCC2)c(/C=N/O)c2ccccc21
    99.8, 103.0, 2.0, 103.8, 100.4, 133.2, 105.2, -7.4
22. CC(OC(=O)c1ccc(S(=O)(=O)N(C)C)cc1)C(=O)Nc1ccc(Cl)cn1 (stereo unspecified)
    91.1, 92.7, 0.0, 100.4, 89.6, 109.0, 103.4, 17.7
23. CCCn1c(=O)c2ccccc2n2c(SCc3cc(=O)oc4ccc5ccccc5c34)nnc12
    104.8, 105.4, 4.0, 110.3, 113.0, 91.0, 128.8, -4.4
24. COc1ccc(C(CNC(=O)c2cccc(NC(=O)c3cccs3)c2)N2CCCC2)cc1 (stereo unspecified)
    98.0, 99.5, 0.0, 94.9, 85.2, 104.7, 97.4, 8.7
25. COc1ccc(Nc2cc(Cl)nc(N)n2)cc1
    101.6, 94.0, 0.0, 94.4, 88.5, 102.5, 98.1, -18.3
26. CC1CCc2cccc3c2N1c1cc(C#N)c(C#N)cc1O3 (stereo unspecified)
    103.2, 100.5, 0.0, 97.9, 99.5, 76.5, 105.6, -18.7
27. Cc1ccc(OCC(=O)N2CCN(C(=O)c3ccc([N+](=O)[O-])cc3)CC2)cc1
    100.6, 107.2, 5.0, 102.2, 102.5, 100.2, 101.9, -6.7
28. O=C(CCl)Nc1ccccc1Sc1ccccc1
    97.6, 102.5, 2.0, 97.0, 98.5, 92.9, 111.9, 14.3
29. O=C(Nc1cc2c(cc1[N+](=O)[O-])OCCO2)c1cccnc1
    92.7, 97.7, 1.0, 101.7, 99.2, 116.0, 105.8, 0.8
30. COc1ccc(CNC(=O)C(c2cccs2)N(C(=O)c2csnn2)C2CC2)cc1 (stereo unspecified)
    117.1, 107.5, 0.0, 108.9, 110.8, 87.8, 109.2, 3.9

Ordered by length of the SMILES (low to high): some entries from above.
Each structure is followed by: LAP4 TOR yeast, AGP1 TOR yeast, GRK2 inh, RPL19A-GFP yeast, CIT2-GFP yeast, CR mimetic SO, MEP2-GFP yeast, VLA-4 inh
19. CCc1nnc(NCC(=O)N2CCc3ccccc32)s1
    94.4, 97.9, 3.0, 96.6, 100.9, 92.1, 99.6, -0.9
16. CN(C)S(=O)(=O)c1cccc(NC(=S)NC2CCCCC2)c1
    98.3, 105.9, 0.0, 107.3, 103.1, 93.3, 102.2, -3.9
15. COc1ccccc1S(=O)(=O)Cc1ccc(C(=O)NC2CCCCC2)o1
    97.5, 98.8, 0.0, 98.8, 101.4, 96.0, 101.4, 4.3

Continuation.
Each structure is followed by: LAP4 TOR yeast, AGP1 TOR yeast, GRK2 inh, RPL19A-GFP yeast, CIT2-GFP yeast, CR mimetic SO, MEP2-GFP yeast, VLA-4 inh
31. Cn1c(CCNC(=O)c2ccco2)nc2cc(NC(=O)c3ccco3)ccc21
    107.0, 101.1, 2.0, 104.1, 103.0, 101.5, 102.8, 13.8
32. CC(C)Cc1nnc(NC(=O)CN2C(=O)NC3(CCCCC3)C2=O)s1
    102.0, 97.7, 6.0, 106.2, 94.7, 84.2, 103.8, -13.6
33. Cc1ccc(S(=O)(=O)N2CCC(C(=O)NCCCN3CCOCC3)CC2)cc1
    94.5, 92.4, 0.0, 87.8, 83.4, 104.1, 90.6, 2.2
34. COc1ccccc1N1CCN(C(=O)CCS(=O)(=O)c2ccc3c(c2)NC(=O)C(C)S3)CC1 (stereo unspecified)
    108.2, 97.2, 0.0, 99.4, 97.8, 104.7, 118.5, -7.0
35. CCOC(=O)Cc1c(C)nc2cc(-c3ccc(Cl)cc3)[nH]n2c1=O
    91.7, 99.2, 0.0, 98.3, ., 98.7, 98.6, 2.6
36. O=C(COC(=O)C1CC2C=CC1C2)Nc1cccc(S(=O)(=O)N2CCCCC2)c1 (stereo unspecified)
    103.9, 98.7, 7.0, 106.3, 109.1, 104.0, 98.8, 12.1
37. CC(=O)c1ccc(NC(=O)CSc2cn[nH]n2)cc1
    99.7, 102.1, 1.0, 102.0, 104.7, 85.2, 101.6, 8.1
38. CCCCOC(=O)Nc1ccccc1C(=O)N1CCCC1
    88.9, 99.8, 2.0, 108.2, 107.9, 113.8, 100.6, 2.6
39. COc1cc(C(=O)NC(C)c2cc(C)ccc2C)ccc1OCC(=O)N1CCOCC1 (stereo unspecified)
    103.7, 106.2, 3.0, 104.7, 101.8, 90.0, 103.4, 0.0
40. COc1cccc(CNC(=O)C2CCN(Cc3cnn(-c4ccccc4)c3-n3cccc3)CC2)c1
    92.8, 90.6, 1.0, 94.3, 90.7, 104.1, 100.2, -2.0
41. O=C(COc1ccc2c3c(c(=O)oc2c1)CCCC3)NCCCN1CCOCC1
    90.0, 97.0, 3.0, 96.0, 104.0, 88.4, 94.2, 5.9
42. CCOC(=O)C1=C(C)N=C2SC(C(=O)OC)=CC(=O)N2C1c1ccc(OC)cc1 (stereo unspecified)
    136.2, 94.7, 2.0, 97.4, 82.5, 90.1, 82.9, -6.2
43. CC(C)NC(=O)/C(=N\O)c1ccccc1
    101.2, 103.4, 0.0, 109.7, 108.4, 92.4, 105.1, -6.3
44. CN(C)C(CNS(=O)(=O)c1ccc(Cl)cc1F)c1ccco1 (stereo unspecified)
    109.8, 106.4, 0.0, 106.0, 105.1, 99.3, 107.0, 2.0
45. CCCn1c(SCC(=O)NC(C)C23CC4CC(CC(C4)C2)C3)n[nH]c1=O (stereo unspecified)
    98.0, 101.0, 0.0, 98.9, 95.6, 89.9, 94.4, 1.0
46. CCCCn1c(CN(C)Cc2ccccc2)nc2c1c(=O)n(C)c(=O)n2C
    95.7, 95.4, 0.0, 95.5, 102.9, 97.1, 94.8, 4.5
47. CCOC(=O)C(NC(=O)Nc1cccc(C)n1)(OCC(F)(F)F)C(F)(F)F (stereo unspecified)
    87.8, ., 0.0, 93.3, 92.4, 94.7, 94.8, -1.9
48. CCOC(=O)c1cc(C#N)c(N2CCCC2)nc1-c1ccccc1
    102.0, 106.2, 0.0, 103.9, 97.9, 107.2, 99.0, 16.6
49. Cc1nc(N)c(Cc2ccccc2F)c(N)n1
    94.6, 96.8, 2.0, 95.4, 95.9, 94.4, 97.9, 14.4
50. CCCN1CCN(CCCNC(=O)Cn2ncc3c4ccccc4n(C)c3c2=O)CC1
    102.2, 105.9, 0.0, 100.1, 101.0, 85.5, 108.2, -24.4
51. NC(=O)CCS(=O)(=O)CCN1CCCCC1
    99.2, 102.2, 0.0, 99.3, 96.3, 112.6, 101.7, -0.6
52. Cc1ccccc1-n1c(C)cc(/C=C2/C(=N)N3C(c4ccccc4)=CSC3=NC2=O)c1C
    95.6, 102.7, 2.0, 103.9, 104.3, 103.5, 107.5, -3.3
53. CC(C(=O)NCC1(c2ccccc2)CCCC1)N1CCCC1 (stereo unspecified)
    83.5, 90.8, 0.0, 94.9, ., 107.0, 87.0, 9.1
54. C=CCc1ccc(OCCOc2cccc(/C=N/n3cnnc3)c2)c(OC)c1
    92.0, 90.4, 0.0, 92.7, 83.9, 91.1, 90.3, 0.1
55. Cc1cccc(N2CCN(C(=O)c3ccc(CS(=O)Cc4cccc(Cl)c4)o3)CC2)c1C (stereo unspecified)
    105.5, 91.5, 0.0, 100.4, 91.0, 105.6, 101.8, -4.0
56. CCOCCSc1nc2c(c(=O)[nH]c(=O)n2C)n1CCCc1ccccc1
    99.6, 96.2, 4.0, 96.5, 89.3, 85.0, 102.0, -8.2
57. Cc1ccc(C(=O)Nc2nc(-c3cc(Cl)sc3Cl)cs2)cc1
    98.1, 99.0, 0.0, 94.7, 92.0, 104.3, 106.4, 7.4
